From PubChem
DAX1 inh-1: inhibitors of human orphan nuclear receptor DAX1 (NR0B1); HEK293 Gal4-DAX1 luciferase reporter, luminescence; inhibition, % at 6.75 µM; actives 0.99% (n = 340,000); AID 504766;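 active = inhibition above the mean over all tested compounds plus 3 SD, cut at about 4.2% in these data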;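 also: 0% = DAX1-transfected cells with DMSO and 100% = empty-vector control cells with DMSO; inhibition shows as a rise in luminescence from relieved DAX1 repression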
ADAM10 inh: inhibitors of human ADAM10 | actives 0.62% (n = 370,000) | AID 720582 | inhibition, % at 7 µM | O14672 | recombinant ADAM10, EDANS/DABCYL FRET peptide cleavage, 3 h;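 active = inhibition above a per-campaign cutoff equal to the mean of compounds falling between control-based bounds plus 3 SD, cut at about 20% in these data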;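 also: 0% = DMSO wells while the 100% control is not disclosed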
Target sequence (O14672 214-748 limits assumed): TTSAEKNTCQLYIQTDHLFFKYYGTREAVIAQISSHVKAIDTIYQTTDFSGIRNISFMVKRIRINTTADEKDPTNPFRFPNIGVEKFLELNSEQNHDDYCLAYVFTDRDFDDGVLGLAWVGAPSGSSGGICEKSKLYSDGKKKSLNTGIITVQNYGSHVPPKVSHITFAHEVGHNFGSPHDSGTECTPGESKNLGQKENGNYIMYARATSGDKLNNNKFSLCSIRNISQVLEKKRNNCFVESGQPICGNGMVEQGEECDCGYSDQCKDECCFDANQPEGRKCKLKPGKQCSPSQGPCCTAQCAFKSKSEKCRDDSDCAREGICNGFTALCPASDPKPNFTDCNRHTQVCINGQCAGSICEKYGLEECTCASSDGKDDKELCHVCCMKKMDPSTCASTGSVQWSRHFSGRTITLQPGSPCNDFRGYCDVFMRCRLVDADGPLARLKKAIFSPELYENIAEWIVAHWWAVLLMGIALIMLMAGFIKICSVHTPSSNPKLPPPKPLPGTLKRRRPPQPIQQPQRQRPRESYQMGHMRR
PLC-beta3 inh: PLC-beta3 (human) inhibition, primary screen. AID 720704. Purified PLC-beta3, fluorogenic substrate, fluorescence. actives 0.18% (n = 370,000). inhibition, % at 12.2 µM. Q01970; in the data active = inhibition above about 11%;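 also: 0% = median of compound wells on plate and 100% = full blocker control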
FXN GAA850 act: frataxin GAA850 promoter activation; actives 0.56% (n = 360,000); activation, % at 6 µM; HEK293 lucGAA850 FXN promoter luciferase reporter, 24 h; percent of 10 µM SAHA response;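 active = activation above the average of all compounds screened plus 3 SD, cutoff fixed separately per campaign, cut at about 7.5% in these data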;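 also: 0% = DMSO wells and 100% = 10 µM SAHA wells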
hgDAF12 agonist: hgDAF-12 agonism, primary luciferase screen. HEK293 GAL4-hgDAF12 UAS-luciferase reporter, agonist luminescence; normalized to butyrate control. actives 1.8% (n = 370,000). activation, % at 6.8 µM;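 active = activation above a cutoff set at the mean of all screened compounds plus 3 SD, cut at about 10% in these data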;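 also: 0% = DMSO wells and 100% = sodium butyrate wells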
sPLA2-III inh: Inhibits HGIII-sPLA2 liposome hydrolysis, primary screen; actives 0.56% (n = 370,000); inhibition, % at 12.2 µM; AID 743126; Q9NZ20; QFRET BODIPY PC-A2 liposome hydrolysis, fluorescence;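 active = inhibition above mean plus 3 SD of compounds lying within the high and low control bounds, cut at about 19% in these data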;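 also: 0% = median of test compound wells and 100% = no enzyme DMSO wells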
Target sequence (Q9NZ20 whole entry, looked up): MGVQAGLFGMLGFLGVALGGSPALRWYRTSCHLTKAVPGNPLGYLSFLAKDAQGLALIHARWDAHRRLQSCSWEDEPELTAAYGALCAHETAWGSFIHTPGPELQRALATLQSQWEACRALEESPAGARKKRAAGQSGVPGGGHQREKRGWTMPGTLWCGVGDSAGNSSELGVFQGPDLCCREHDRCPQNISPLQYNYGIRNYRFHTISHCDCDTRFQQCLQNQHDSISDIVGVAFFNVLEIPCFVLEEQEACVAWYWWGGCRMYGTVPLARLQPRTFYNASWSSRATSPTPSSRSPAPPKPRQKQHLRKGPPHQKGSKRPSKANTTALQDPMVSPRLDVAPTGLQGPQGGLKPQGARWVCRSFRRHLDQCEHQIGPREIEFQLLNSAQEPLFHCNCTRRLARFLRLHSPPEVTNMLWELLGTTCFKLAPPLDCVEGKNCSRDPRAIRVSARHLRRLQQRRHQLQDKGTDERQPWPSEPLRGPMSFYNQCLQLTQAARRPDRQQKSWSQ
DAX1 inh-2: DAX1 (NR0B1) inhibition, primary screen; AID 652010; inhibition, % at 6.8 µM; HEK293T StAR-luciferase reporter, SF-1/DAX-1 repression relief; actives 1.1% (n = 370,000);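 active = inhibition above the mean over all tested compounds plus 3 SD, cut at about 3.6% in these data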;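 also: 0% = DAX-1 cells with DMSO and 100% = cells lacking DAX-1 with DMSO; higher inhibition means more luminescence from relief of DAX-1 repression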
hcDAF-12 act: activators of H. contortus DAF-12 nuclear receptor | HEK293 hcDAF-12 lit1-tk-luc reporter, luminescence; 0% DMSO, 100% Δ7-dafachronic acid | activation, % at 6.8 µM | actives 1.4% (n = 370,000);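 active = activation above the mean of all tested compounds plus 3 SD, cut at about 5.5% in these data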;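 also: 100% = response to 3 µM Δ7-dafachronic acid high control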
PLCg1 inh: inhibitors of human phospholipase C gamma1; P19174; purified PLC-gamma1, fluorogenic substrate, fluorescence; inhibition, % at 12.2 µM; actives 0.84% (n = 370,000); AID 720700; in the data active = inhibition above about 9.5%
ssDAF-12 act: activates DAF-12 receptor from parasite S. stercoralis | HEK293 ssDAF-12/GRIP1 lit1-tk-luc reporter, luminescence; % of 3 µM dafachronic acid response | activation, % at 6.8 µM | actives 1% (n = 370,000) | AID 652126;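 active = activation above the mean over all tested compounds plus 3 SD, cut at about 0.9% in these data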;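 also: 0% = DMSO-only wells and 100% = 3 µM delta7-dafachronic acid wells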
ADAM17 inh: inhibitors of human ADAM17 | recombinant ADAM17, EDANS/DABCYL FRET peptide cleavage | actives 0.83% (n = 370,000) | AID 720648 | P78536 | inhibition, % at 6.95 µM;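 active = inhibition above the mean of compounds lying between control limits plus 3 SD, set per campaign, cut at about 8.5% in these data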;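 also: 0% = DMSO-only wells as the low control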
Numbers without * were called inactive; i = inactive; / = not tested or not shown; & = joins results of further samples; ! = not active in a repeat. The list is partial; count on the stated rates, not on these rows.

SMILES,PLCg1 inh,DAX1 inh-2,ADAM17 inh,ssDAF-12 act,hgDAF12 agonist,FXN GAA850 act,sPLA2-III inh,ADAM10 inh,DAX1 inh-1,hcDAF-12 act,PLC-beta3 inh
CCC1(CCCC(=O)c2ccc(F)cc2)C(=O)NC(=S)NC1=O,1,0.0,5,-1.4,-0.8,-0.2,6,7,-0.6,-2.3,2
CC(=O)OC1CC2(O)C3CCC4CC(O)CCC4(C)C3CCC2(C)C1C1=CC(=O)OC1 (centres undefined),-4,-7.1,-10,-2.8,-15,-15,-2,-19,-6.4,-5.1,0
COc1ccc2c(c1)C1OCCNC1CC2 (centres undefined),-1,0.4,-2,-0.7,3.0,/,8,0,/,0.9,1
COC(=O)C1=C(c2ccc(OC)c(OC)c2)C[C@@H]2CC[C@H]1N2C(=O)NC1Cc2ccccc2C1,1,0.1,-3,-1.4,-0.6,-1.1,1,-5,-0.2,0.9,1
COCCOC(=O)c1c(N)n(Cc2ccco2)c2nc3ccccc3nc12,i,-0.6,i,-0.9,0.6,-0.6,-10,i,-0.9,0.6,i
O=[N+]([O-])c1cc([As](=O)(O)c2ccc(O)c([N+](=O)[O-])c2)ccc1O,6,0.0,2,-1.1,-0.5,1.9,6,-2,-0.8,0.6,1
O=C(c1cc(C(=O)NCc2ccccc2)c(=O)n(Cc2ccccc2)c1)c1cc(Cl)ccc1O,-8,-0.4,-1,-0.7,5.6,2.8,-21,1,-0.9,-1.2,-7
CCOC(=O)c1ccc2c(c1)n(Cc1ccccc1)c(C)[n+]2CC,3,-1.5,-4,-1.8,0.0,1.2,2,-5,-0.1,0.2,-6
C=CCN1CC[C@]23c4c5ccc(O)c4OC2C(O)CC[C@@]3(O)[C@H]1C5 (some centres undefined),-2,1.2,-1,-1.1,2.6,-0.8,-10,-16,-0.3,0.7,-7
CC1CCC(N2CCN(C(=O)COc3ccccc3)CC2)CC1 (centres undefined),6,0.5,3,-0.1,-1.2,1.9,4,-1,-1.7,-1.8,-5
Cc1nn(Cc2ccccc2Cl)c(Cl)c1C(=O)OCC(=O)NCc1ccco1,-2,-0.9,0,-2.0,-2.0,0.3,-4,-5,-0.8,-2.9,-5
C=CCNC(=S)/N=C/c1c(O)[nH]c(=O)[nH]c1=O,-3,-0.3,-4,-1.4,-2.6,1.8,8,-7,1.2,-0.5,-4
Cc1nn(CC(C)C)c(Cl)c1C(=O)O,1,-0.2,1,-1.2,-4.2,-3.8,-1,-6,-0.1,-1.8,-3
OCC#CC[N+]1(CC#Cc2ccccc2)CCCC1,-1,0.6,-5,-0.5,-1.3,-0.6,6,-5,0.4,-1.2,-9
CN(C)[C@@H]1C(=O)C(C(N)=O)=C(O)[C@@]2(O)C(=O)C3=C(O)c4c(O)cccc4[C@@](C)(O)C3[C@H](O)C12 (some centres undefined),-12,0.3,-4,-1.3,-1.9,15*!,4,1,-1.6&0.6,-2.0,-33
O=C(C1CCCO1)N1CCC2(CC1)OCCO2 (centres undefined),4,-0.1,-3,-1.0,0.9,-2.1,0,-7,0.3,-0.7,4
CC/C(=N\Nc1ccccc1)c1c(O)[nH]c(=O)[nH]c1=O,1,0.5,0,-1.2,2.2,-0.8,-1,4,2.0,1.1,-9
CC(C)CN1CCN(Cc2cccc3c2OCO3)CC1CCO (centres undefined),2,-0.3,-1,-1.4,1.4,-1.2,10,-6,-0.3,-0.1,2
OC(Cn1c2ccccc2c2ccccc21)C[n+]1ccccc1 (centres undefined),-2,-0.7,-4,-0.7,-0.4,-1.1,1,2,-0.4,-2.2,0
COC(=O)C1=C(c2ccc(-c3ccccc3)c(F)c2)C[C@@H]2CC[C@H]1N2C(=O)NC(C)C,7,-1.4,5,-2.1,-3.5,-5.9,1,7,-2.7,-3.9,5
O=C1NC(=O)N(c2ccccc2)C(=O)/C1=C\C=C\c1ccccc1,-1,0.8,-1,-0.5,3.0,6.7,1,3,/,2.1,-15
O=[N+]([O-])c1cc(O)c(O)c([N+](=O)[O-])c1,-2,0.3,0,-0.8,5.1,0.0,0,7,0.6,-2.2,-2
O=C(C[N+]12CCC(CC1)C(CO)C2)c1ccc([N+](=O)[O-])cc1 (centres undefined),2,-0.5,0,-1.4,-1.7,0.4,4,-4,3.8,-2.1,0
Cc1ccsc1C(=O)C1CCCN(Cc2sc(N(C)C)nc2Cl)C1 (centres undefined),1,-1.1,-3,-1.8,1.9,2.4,-1,-7,0.2,-0.9,1
COC(=O)C1=C(c2cccc(OCc3ccccc3)c2)C[C@@H]2CC[C@H]1N2C(=O)NCc1ccc(F)cc1,2,-0.8,4,-1.4,-1.9,-4.8,-14,8,2.0,-1.4,-1
CCN(CC)C(=O)c1ccc(NC(=O)C2=C(C)OCCS2)cc1,0,0.2,2,-0.7,0.0,-1.0,5,-3,1.5,0.6,-6
Cc1cc(OCC(=O)NCc2ccncc2)c2c3c(c(=O)oc2c1)CCCC3,-13,-1.1,-23,-0.8,0.7,-1.7,3,-77,-0.2,-1.2,-42
CO[C@H]([C@H](C)/C=C/N(C)C=O)[C@@H](C)C(=O)CC[C@H](C)[C@H](O)[C@H](C)[C@H]1OC(=O)/C=C/C(C)=C/[C@H](O)[C@H](OC)C[C@@H]2C=CC[C@@H](C[C@H](OC)[C@@]3(CO3)[C@@H](OC)C[C@@H](OC)[C@@H]1C)O2,-1,/,-1,-0.8,-9.4,/,-18,3,/,0.1,1
CC(=O)NC(Cc1ccc(N(CCCl)CCCl)cc1)C(=O)NC(CC(C)C)C(=O)O (centres undefined),-2,0.2,-1,-1.4,3.4,0.7,-1,-4,0.7,-0.5,-4
CCCCCCn1c(O)c(C=NCCN2CCCCC2)c(=O)[nH]c1=O,1,-0.3,-4,-1.4,4.2,-1.6,1,5,-0.2,-0.3,0

Arranged by SMILES length (rising): 3 of the compounds above
SMILES,PLCg1 inh,DAX1 inh-2,ADAM17 inh,ssDAF-12 act,hgDAF12 agonist,FXN GAA850 act,sPLA2-III inh,ADAM10 inh,DAX1 inh-1,hcDAF-12 act,PLC-beta3 inh
CC1CCC(N2CCN(C(=O)COc3ccccc3)CC2)CC1 (centres undefined),6,0.5,3,-0.1,-1.2,1.9,4,-1,-1.7,-1.8,-5
COCCOC(=O)c1c(N)n(Cc2ccco2)c2nc3ccccc3nc12,i,-0.6,i,-0.9,0.6,-0.6,-10,i,-0.9,0.6,i
Cc1cc(OCC(=O)NCc2ccncc2)c2c3c(c(=O)oc2c1)CCCC3,-13,-1.1,-23,-0.8,0.7,-1.7,3,-77,-0.2,-1.2,-42

Next structures.
SMILES,PLCg1 inh,DAX1 inh-2,ADAM17 inh,ssDAF-12 act,hgDAF12 agonist,FXN GAA850 act,sPLA2-III inh,ADAM10 inh,DAX1 inh-1,hcDAF-12 act,PLC-beta3 inh
O=C1NC(=O)N(CCc2ccc(F)cc2)C(=O)/C1=C/C=C/c1ccccc1,-1,0.5,-3,-1.3,-0.1,1.6,-2,-1,/,-0.9,-5
CCOC(=O)C1C(=O)N(C)C2(C)CC1c1cc(OC)ccc1O2 (centres undefined),2,-0.5,0,-1.2,-1.8,2.4,8,-10,2.5,-0.8,1
Fc1ccc(CCNCc2ccc(Br)cc2)cc1,-2,-0.4,-5,-0.8,-1.4,0.6,0,-7,2.3,-0.6,0
O=C(CN1CCN(c2ccccc2F)CC1)Nc1cccnc1Cl,2,0.2,-2,-1.4,-2.2,2.5,3,-2,1.7,-1.8,3
O=C(Nc1ccccc1Cl)OC1CN2CCC1CC2 (centres undefined),1,0.2,-4,0.0,0.5,0.6,-4,1,3.2,-0.2,-5
CC(N=Cc1c(O)[nH]c(=O)[nH]c1=O)c1ccccc1 (centres undefined),-5,-0.1,1,-1.5,-0.5,-1.3,8,-12,0.1,1.2,1
N#CC1=C(N)Oc2c(c(=O)oc3ccccc23)C1c1ccc(OC(=O)N2CCOCC2)cc1 (centres undefined),3,-0.2,-6,0.5,-1.6,0.2,1,4,0.7,-1.0,-10
CCC(=NCCN1CCCCC1)c1c(O)n(C)c(=O)n(C)c1=O,-3,0.1,-8,-0.6,-1.6,1.2,-3,-15,0.6,-0.3,-4
Cc1cc(C)cc(-n2c(O)c(C=Nc3ccc(N4CCOCC4)cc3)c(=O)[nH]c2=S)c1,1,-0.2,-4,-0.8,-1.8,1.3,6,-3,1.0,-1.6,1
Cc1c(C(=O)C(=O)N2CCC3(CC2)OCCO3)c2ccccc2n1C,3,-0.5,-1,-0.1,-2.9,-2.7,13,1,0.4,0.4,-5
CS(=O)(=O)NNP(=O)(NNS(C)(=O)=O)NC(=O)c1ccccc1,0,0.7,-5,-0.5,1.4,0.5,10,-1,-0.4,0.8,-10
COc1cc(C=C2C(=O)NC(=O)NC2=O)cc(OC)c1OC,-3,0.9,-1,-0.8,0.6,-1.3,0,1,1.0,0.8,-11
C[C@@H]1O[C@@H](O[C@@H]2C=C3CC[C@@H]4C(CC[C@]5(C)[C@@H](c6ccc(=O)oc6)CC[C@]45O)[C@@]3(C)CC2)[C@H](O)[C@H](O)[C@H]1O (some centres undefined),-2,-3.2,-3,-2.7,-13,-14,-11,0,-6.2,-4.8,-1
COc1ccc(CN2Cc3cc(-c4cccc(F)c4)ccc3-n3nncc3C2)cc1,3,-0.3,1,-0.9,-0.5,/,6,-7,/,-1.1,-3
COc1ccccc1CN1CCN(C(=O)COc2ccccc2)CC1,3,-0.4,-4,-0.3,-1.7,0.8,5,-10,-0.7,-2.1,-1
COc1ccc(-c2cc(=O)c3c(OC)c(OC)c(OC)cc3o2)cc1,-104,-1.6,-5,-2.4,-0.3,0.9,-5,-6,-3.4,-4.2,-117
COc1ccccc1N1CCNCC1,-3,-0.2,-2,-1.3,2.5,-0.4,0,3,0.3,1.2,3
CCOC(=O)C1=C(N)OC2=C(C(=O)CCC2)C12C(=O)N(CC(N)=O)c1ccccc12 (centres undefined),6,-0.3,1,-1.3,-0.7,2.1,2,4,1.8,2.2,3
C[C@H]1CN([C@@H](C)CO)C(=O)CCCn2nncc2CO[C@H]1CN(C)C(=O)Oc1cccc2ccccc12,-3,-0.2,-3,-1.2,-2.7,-1.1,4,2,2.1,-1.1,-3
NCCc1c[nH]c2ccc(OCc3ccccc3)cc12,-11,-0.1,-8,-1.5,2.0,-1.8,-2,-18,1.6,-1.0,-21
COc1cccc(N2C(=O)NC(=O)C3(Cc4cc(C)ccc4N(C)C3)C2=O)c1 (centres undefined),-5,-0.2,-5,-0.3,0.0,0.4,-11,-7,0.0,3.5,-11
COc1ccc(Cc2nccc3cc(OC)c(OC)cc23)cc1OC,-2,-3.9,1,-2.0,-4.4,3.4,1,10,-2.5,-5.7,-7
c1ccc(C(OCCN2CCN(c3ncccn3)CC2)c2ccccc2)cc1,1,-0.5,-3,-2.0,-3.4,-0.7,0,-7,-2.1,-1.8,-4
c1ccc2c[n+](CCCCCCCCCC[n+]3ccc4ccccc4c3)ccc2c1,-2,-2.8,-6,-0.3,-6.4,/,15,-21,/,-1.1,-6
O=c1c2ccccc2nc(-c2ccc(Cl)cc2Cl)n1-c1ccncc1,-3,-0.3,-5,-1.2,-2.8,-2.3,0,-4,1.4,-0.2,1
